CHRM5 antagonist: blocks acetylcholine activation of human M5 receptor | inhibition, % at 3 µM | CHO-hM5 cells, Fluo-8 calcium fluorescence, ACh EC80 | AID 624040 | 360,000 tested, 0.59% active;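 active means inhibition above a per-plate cutoff, the mean of that plate's test compounds plus 3 SD, cut at about 27% in these data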;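 further: 0% = acetylcholine EC80 with DMSO and 100% = DMSO without agonist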
M1 PAM parental: counter-screen for M1 PAMs: effect in parental CHO-K1 cells. ATP EC20, Fluo-8 calcium fluorescence; 0% at ATP EC20, 100% at ATP max. activation, % at 3 µM. 360,000 tested, 0.02% active;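 active means activation above the run cutoff, the mean activation of all test compounds plus 3 SD, cut at about 40% in these data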;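 further: peak over basal fluorescence ratio in a 140 s read after ATP addition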
CRFBP-R2 block: CRF-BP/CRF-R2 complex antagonism; 350,000 tested, 0.59% active; inhibition, % at 11.8 µM; HEK293 CRF-R2/CRF-BP, CRF-induced calcium fluorescence; AID 588475;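 active means inhibition of the ligand-induced calcium signal above about 50% at the single tested concentration, limit read from the data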
CRFBP-R2 agonist: agonists of human CRF-binding protein/CRF-R2 receptor complex; HEK293 CRF-R2/CRF-BP, calcium dye fluorescence (FLIPR); percent of saturating CRF peptide response; activation, % at 13.2 µM; 350,000 tested, 0.46% active;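 active means activation of at least 50%, plus an integration ratio under a set limit after plate pattern correction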;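 further: plate controls were neutral control wells without compound for no effect and CRF at EC100 for full effect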
M5 ag: CHRM5 agonism in calcium assay; activation, % at 3 µM; P08912; CHO-K1 hM5 cells, Fluo-8 calcium fluorescence; 0% DMSO wells, 100% maximal acetylcholine response; 360,000 tested, 0.19% active;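 active means activation above the run's mean over test compounds plus 3 SD, cut at about 23% in these data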;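 further: signal is peak over basal fluorescence ratio across the kinetic read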
TAAR1 agonist: agonists of human TAAR1 | Q96RJ0 | CHO RD-HGA16 TAAR1, Fluo-8 calcium fluorescence; vehicle wells 0%, saturating PEA agonist 100% | activation, % at 3 µM | 360,000 tested, 0.99% active | AID 624467;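 active means activation above the mean activation of all test compounds in the run plus 3 SD, cut at about 38% in these data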
Target sequence (Q96RJ0 whole entry, looked up): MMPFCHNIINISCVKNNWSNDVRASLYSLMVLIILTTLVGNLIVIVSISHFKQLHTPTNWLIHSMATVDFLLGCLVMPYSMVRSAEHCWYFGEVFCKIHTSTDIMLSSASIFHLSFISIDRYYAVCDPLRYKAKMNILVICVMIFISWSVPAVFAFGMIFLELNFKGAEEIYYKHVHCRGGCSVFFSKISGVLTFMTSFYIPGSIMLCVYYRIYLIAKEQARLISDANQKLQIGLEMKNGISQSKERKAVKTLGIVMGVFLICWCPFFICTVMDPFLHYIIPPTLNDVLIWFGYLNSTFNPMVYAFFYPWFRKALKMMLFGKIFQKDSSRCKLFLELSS
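Repeats: no replicates (n 1) | Material: CHO-derived RD-HGA16 cells with stable Gα16 and human TAAR1 | Technique: Kinetic Fluo-8 calcium fluorescence | Schedule: 17-24 h seeding, 75 min 37 °C dye, 30 min RT | Evaluation: % activation from peak over basal fluorescence ratio, DMSO-to-PEA scaled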
M5 PAM: CHRM5 positive allosteric modulation; CHO-K1 hM5, Fluo-8 calcium, ACh EC20 PAM; 0% = ACh EC20, 100% = ACh EC100; 360,000 tested, 0.3% active; activation, % at 3 µM;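 active means activation above the run cutoff, the mean activation of all test compounds plus 3 SD, cut at about 18% in these data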
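System: CHO-K1 cell line with stable human muscarinic M5 receptor expression | Also added: EC20 acetylcholine as agonist stimulus | Compound: One concentration, 3 µM final (nominal) | Timing: Fluo-8 loading 80 min at 37 °C plus 30 min room temperature | Measured by: Fluo-8 calcium dye fluorescence, kinetic read | Read-out basis: % activation, ACh-normalized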
CHRM4 PAM: potentiates acetylcholine response at human M4 receptor | P08173 | CHO-K1 hM4/Gqi5, Fluo-8 calcium fluorescence, ACh EC20; 0% = ACh EC20, 100% = maximal ACh | activation, % at 3 µM | 360,000 tested, 0.4% active | AID 624126;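 active means activation above its plate's cutoff, the mean activation of sample wells plus 3 SD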; further: some results filed as inactive read as strong as hits
Target sequence (P08173 whole entry, looked up): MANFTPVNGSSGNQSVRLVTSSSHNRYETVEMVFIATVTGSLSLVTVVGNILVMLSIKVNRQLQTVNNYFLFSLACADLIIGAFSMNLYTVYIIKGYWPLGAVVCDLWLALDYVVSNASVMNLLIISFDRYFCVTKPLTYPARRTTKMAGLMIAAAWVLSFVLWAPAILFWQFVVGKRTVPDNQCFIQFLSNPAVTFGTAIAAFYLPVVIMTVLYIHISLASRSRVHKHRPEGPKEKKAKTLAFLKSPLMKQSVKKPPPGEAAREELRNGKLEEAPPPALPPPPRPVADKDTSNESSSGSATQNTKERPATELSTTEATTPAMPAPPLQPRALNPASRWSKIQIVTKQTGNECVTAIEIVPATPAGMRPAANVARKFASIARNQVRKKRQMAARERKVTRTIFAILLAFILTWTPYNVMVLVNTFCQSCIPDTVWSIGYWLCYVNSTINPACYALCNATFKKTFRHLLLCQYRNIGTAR
TAAR1 antag: human TAAR1 antagonism; Q96RJ0; CHO RD-HGA16 TAAR1, Fluo-8 calcium fluorescence, antagonist; inhibition, % at 3 µM; 360,000 tested, 1.5% active; AID 624466;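 active means inhibition above a per-plate cutoff, the mean inhibition of test compounds on that plate plus 3 SD, cut at about 49% in these data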;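 further: 0% = DMSO plus EC80 beta-PEA response and 100% = DMSO alone without agonist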
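Material: RD-HGA16 CHO cells with stable hTAAR1 and Gα16; Dosing: single nominal final test compound concentration of 3 µM; Schedule: seeding 17-24 h prior, 75-min 37 °C, 30-min RT dye loading; Detection: kinetic Fluo-8 calcium fluorescence measurement; Measure: % inhibition from peak post-agonist over basal fluorescence ratio; Benchmarks: vehicle and agonist controls.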
* hit, by the source's call; . = no result given.

SMILES	CHRM5 antagonist	M1 PAM parental	CRFBP-R2 block	CRFBP-R2 agonist	M5 ag	TAAR1 agonist	M5 PAM	CHRM4 PAM	TAAR1 antag
CCc1cccc(CC)c1NC(=S)NCCc1c(C)[nH]c2ccccc12	-4	-5	-18	-1.6	0	4	2	0	8
COc1cccc(NC(=O)Cc2cn(C)c3ccccc23)c1	-2	21	3	-1.9	-4	8	1	10	-12
Brc1ccc(CNCc2cccs2)cc1	5	9	-13	2.7	-1	2	-3	-4	-4
CC(C)N1CCN(Cc2cccs2)CC1CCO (stereo not given)	15	12	4	-0.8	-3	2	-10	6	-1
Nc1cc(Cl)cc2c1-c1ccc(Cl)cc1C2	21	-1	-8	-3.0	-1	3	-8	-2	-41
Cc1cccc(C)c1NC(=O)CNC(=O)c1c(-c2ccccc2)noc1C	0	1	-7	1.4	2	3	0	5	13
C=CCOc1cccc(C2C(C(=O)c3ccc(C)o3)=C(O)C(=O)N2CCN2CCOCC2)c1 (stereo not given)	-14	-3	4	0.1	0	2	11	1	-23
COc1ccc(NC(=O)C2CC(=O)N/C(=N/N=C/c3ccco3)S2)cc1 (stereo not given)	5	7	3	1.0	-3	2	1	-1	-32
CC1C(=O)N2CCCc3cc(S(=O)(=O)NCc4ccccc4Cl)cc1c32 (stereo not given)	15	11	-7	-0.2	-6	1	-6	2	-20
CC(C)Sc1ncnc2c1oc1ccccc12	-8	3	-3	-1.1	3	10	2	1	-6
CCOC(=O)c1cc(S(=O)(=O)NCC2CCN(Cc3cccc(C)c3)CC2)cn1C	1	-21	-4	0.7	-8	1	2	-12	-16
COc1ccc(C2CC(=O)c3cnn(-c4nc(C)cc(C)n4)c3C2)cc1 (stereo not given)	0	-6	-13	-1.9	0	11	6	2	4
COCC(C)NC(=S)N1CCN(c2ccccc2Cl)CC1 (stereo not given)	3	16	7	-1.2	2	1	10	-2	11
O=C(COC(=O)Cc1cccs1)NCc1ccc(F)cc1	-11	0	-7	-1.5	-3	1	-1	-4	-4
CN(C)CCCN1C(=O)C(=O)/C(=C(/O)c2ccncc2)C1c1cccc(Br)c1 (stereo not given)	-1	13	-21	1.4	-1	0	-1	1	-12
CNCC(O)Cn1c(C(F)(F)F)nc2ccccc21 (stereo not given)	3	-2	-14	-1.5	-7	0	7	4	4
CC(=O)c1cccc(NC(=O)N2CCC(c3nnc(SCC(N)=O)n3C)CC2)c1	-7	6	-6	-1.2	-1	6	-1	-6	17
CCCS(=O)(=O)NC(=O)C1(C)CCN(C(=O)/C=C/c2ccccc2)C1 (stereo not given)	-2	-9	.	.	1	.	1	1	.
O=C1C=C(c2ccc(OC(F)(F)F)cc2)C[C@@H](c2ccc(Cl)cc2)C1	-3	-19	-14	4.0	2	5	-1	6	11
O=c1nc(Oc2ccccc2)nc2ncccn12	0	14	-20	1.6	1	8	-2	-6	-28
O=C(Nc1ccccc1)C1=C[C@@H](c2coc3ccccc3c2=O)C[C@@H](OCCCCO)O1	1	2	0	-2.5	6	10	-14	-7	25
CC(C)(C)C(=O)NCCc1nc(-c2ccccc2)no1	2	-5	-7	0.0	5	1	-2	-6	0
S=C(NNC(=S)NC1CC2C=CC1C2)NC1CC2C=CC1C2 (stereo not given)	-1	20	-18	-1.1	4	5	1	-3	14
O=C1/C(=C/c2cccc3ccccc23)CCCc2ccccc21	8	10	1	-0.6	-2	0	-9	6	16
OCCCn1c(CCCNc2nc(-c3cccc(Br)c3)cs2)nc2cc(Cl)c(N3CCCCC3)cc21	6	-1	-2	0.1	2	1	4	3	8
Cc1ccc(F)cc1NC(=O)/C=C/c1ccc(S(=O)(=O)N2CCOCC2)cc1	3	9	-20	-1.6	0	5	2	-2	12
COc1cccc(NC(=O)N[C@@H](Cc2ccccc2)C(=O)O)c1	7	7	-12	-0.1	0	3	-9	3	-12
Fc1ccccc1CSc1nnc(-c2cnccn2)n1Cc1ccco1	1	-6	3	1.2	-2	0	-7	-15	0
C=CCc1ccccc1OCC(O)CNC1CCCC1 (stereo not given)	14	4	-7	1.3	-3	3	-4	-6	-6
CCOc1ccccc1C(=O)N(CCC(=O)OC)c1ccccn1	-2	15	9	-0.6	-2	12	1	3	4
O=C(Cc1ccccc1)NCC1CCCO1 (stereo not given)	-6	7	-19	-1.1	0	3	-2	9	-24
COc1ccc(-c2csc(Nc3ccccn3)n2)cc1OC	-4	-7	10	-2.3	9	2	-1	-1	-17
CCOC(=O)Cn1c2c(c(=N)c3ccccc31)CCC2	5	-8	1	-2.7	-2	2	19*	12	11
O=C(C/C(=N\NC(=O)c1ccccc1Br)C(F)(F)F)c1cccs1	0	24	16	-2.1	2	2	0	-4	2
CCOC(=O)c1csc(CCNC(=O)c2ccccc2)n1	-4	15	-14	0.0	1	1	-1	4	-19
c1ccc(COc2ccc(OCCCN3CCCCC3)cc2)cc1	6	-7	-4	-1.4	-12	15	-29	-12	-14
COc1ccc(Br)cc1-c1nc(CCl)cs1	3	16	-3	-2.5	-2	6	0	-2	0
CCOc1ccc(N2C(=O)C3CCCN3C2=O)cc1 (stereo not given)	5	18	-1	-0.9	-5	19	3	2	-4
COCCCN1C(=O)C(O)=C(C(=O)c2ccco2)C1c1ccccc1 (stereo not given)	-2	12	-4	-0.6	0	8	3	5	-6
Cn1c(CCN2CCN(c3ccccn3)CC2)nc2cc(NC(=O)COc3ccccc3)ccc21	2	11	8	-0.2	-4	7	-7	-21	5
CNC(=O)C1CCN(S(=O)(=O)c2c(C)noc2/C=C/c2cccc(OC)c2)CC1	-3	-7	7	-0.8	0	4	3	16	-34
COc1cc(NC(=O)CCc2nnc3ccc(N4CCN(c5cccc(OC)c5)CC4)nn23)cc(OC)c1	12	-6	-7	0.5	-4	3	-5	2	22
CCN(CC)S(=O)(=O)c1ccc(Cl)c(C(=O)NC2CCCC2)c1	-2	17	-8	-1.4	-1	3	-2	-3	5
CSc1nnc(Cc2ccc3c(c2)OCO3)o1	3	13	12	-0.2	-7	7	-2	-5	-3
CC(C)(C)C(c1nc2ccccc2[nH]1)n1c(-c2cc(Cl)cc(Cl)c2)nc2ccccc21 (stereo not given)	-14	.	.	.	-1	-1	-7	-9	-25
CCOC(=O)Cc1nnc(NC(=O)CSc2ccccc2)s1	2	15	-11	0.9	9	21	1	10	-6
O=C(OCC(=O)N1CCc2ccccc21)c1ccc([N+](=O)[O-])o1	-3	1	8	0.8	0	2	5	4	-1
CCOc1ccc(-n2c(SCC(=O)NC3CCS(=O)(=O)C3)nnc2-c2cccnc2)cc1 (stereo not given)	0	3	-1	-4.0	-1	0	2	11	-4
N/C(=N\OS(=O)(=O)c1cc(Cl)ccc1Cl)c1ccncc1	6	2	12	0.3	-1	3	-8	6	-7
NC(=O)CSc1nnc(-c2ccc(S(=O)(=O)N3CCCC3)cc2)o1	-4	-10	4	-0.6	1	19	-2	9	-5

For convenience, some entries already given:
SMILES	CHRM5 antagonist	M1 PAM parental	CRFBP-R2 block	CRFBP-R2 agonist	M5 ag	TAAR1 agonist	M5 PAM	CHRM4 PAM	TAAR1 antag
COc1ccc(Br)cc1-c1nc(CCl)cs1	3	16	-3	-2.5	-2	6	0	-2	0
CCOc1ccc(N2C(=O)C3CCCN3C2=O)cc1 (stereo not given)	5	18	-1	-0.9	-5	19	3	2	-4
COCCCN1C(=O)C(O)=C(C(=O)c2ccco2)C1c1ccccc1 (stereo not given)	-2	12	-4	-0.6	0	8	3	5	-6
Cn1c(CCN2CCN(c3ccccn3)CC2)nc2cc(NC(=O)COc3ccccc3)ccc21	2	11	8	-0.2	-4	7	-7	-21	5
CNC(=O)C1CCN(S(=O)(=O)c2c(C)noc2/C=C/c2cccc(OC)c2)CC1	-3	-7	7	-0.8	0	4	3	16	-34
COc1cc(NC(=O)CCc2nnc3ccc(N4CCN(c5cccc(OC)c5)CC4)nn23)cc(OC)c1	12	-6	-7	0.5	-4	3	-5	2	22
CCN(CC)S(=O)(=O)c1ccc(Cl)c(C(=O)NC2CCCC2)c1	-2	17	-8	-1.4	-1	3	-2	-3	5
CSc1nnc(Cc2ccc3c(c2)OCO3)o1	3	13	12	-0.2	-7	7	-2	-5	-3
CC(C)(C)C(c1nc2ccccc2[nH]1)n1c(-c2cc(Cl)cc(Cl)c2)nc2ccccc21 (stereo not given)	-14	.	.	.	-1	-1	-7	-9	-25
CCOC(=O)Cc1nnc(NC(=O)CSc2ccccc2)s1	2	15	-11	0.9	9	21	1	10	-6
O=C(OCC(=O)N1CCc2ccccc21)c1ccc([N+](=O)[O-])o1	-3	1	8	0.8	0	2	5	4	-1
CCOc1ccc(-n2c(SCC(=O)NC3CCS(=O)(=O)C3)nnc2-c2cccnc2)cc1 (stereo not given)	0	3	-1	-4.0	-1	0	2	11	-4

(continued)
SMILES	CHRM5 antagonist	M1 PAM parental	CRFBP-R2 block	CRFBP-R2 agonist	M5 ag	TAAR1 agonist	M5 PAM	CHRM4 PAM	TAAR1 antag
CC(=O)Nc1ccc(S(=O)(=O)N2CCCCC2c2cccnc2)cc1 (stereo not given)	-4	28	5	0.1	-3	6	0	7	8
CC(=O)NCCCOc1ccc([N+](=O)[O-])cc1Cl	-8	-21	2	0.0	1	3	4	3	-6
CC(C)OCCCNC(=O)c1ccc(C2SCC(=O)N2Cc2ccco2)cc1 (stereo not given)	-3	-5	5	1.9	-6	0	-5	-18	5
CCCC(c1nnnn1CS(=O)(=O)c1ccc(C)cc1)N1CCC(C(N)=O)CC1 (stereo not given)	10	9	-4	1.3	0	3	-1	-6	-10
CC1C(=O)N(Cc2cn(Cc3ccco3)nn2)CCS(=O)(=O)N1Cc1ccc(-c2cccc(N(C)C)c2)cc1 (stereo not given)	9	12	-3	-2.1	-1	1	-1	4	-14
CC(C)Sc1nc2c(c(=O)n(C)c(=O)n2C)n1C	1	-6	4	-0.4	2	5	-9	5	11
Cc1cc(C)cc(NC(=O)c2ccc(CN3CCc4ccccc4C3)cc2)c1	4	19	4	-1.3	-8	1	-1	-2	1
